Bioassay records (PubChem)
ERG Ets-DNA blk = blocks human ERG Ets domain binding to DNA; fluorescence polarization, His-ERG Ets domain / labelled DNA; 370,000 compounds, 0.028% hits; Potency, µM (highest dose often 76.9 µM), inactives show at the highest dose FP activity, negative = inhibition, most hits filed as inhibitors; active means well fitted inhibition curve with a large enough effect in the polarisation, with a control signal flat; inconclusive means small, poorly fitted or top-dose-only effect, or effect the other way, or a change in a side signal; inactive means no such curve, though single readings can be large or run the other way; the % refers to the polarisation;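 further: polarization taken with two DNA probes labelled with fluorescein and Texas red; potency means the concentration at half of the fitted maximal effect; % of control where 0% means no effect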
Target sequence (P11308 whole entry, looked up, the tested form may be a part): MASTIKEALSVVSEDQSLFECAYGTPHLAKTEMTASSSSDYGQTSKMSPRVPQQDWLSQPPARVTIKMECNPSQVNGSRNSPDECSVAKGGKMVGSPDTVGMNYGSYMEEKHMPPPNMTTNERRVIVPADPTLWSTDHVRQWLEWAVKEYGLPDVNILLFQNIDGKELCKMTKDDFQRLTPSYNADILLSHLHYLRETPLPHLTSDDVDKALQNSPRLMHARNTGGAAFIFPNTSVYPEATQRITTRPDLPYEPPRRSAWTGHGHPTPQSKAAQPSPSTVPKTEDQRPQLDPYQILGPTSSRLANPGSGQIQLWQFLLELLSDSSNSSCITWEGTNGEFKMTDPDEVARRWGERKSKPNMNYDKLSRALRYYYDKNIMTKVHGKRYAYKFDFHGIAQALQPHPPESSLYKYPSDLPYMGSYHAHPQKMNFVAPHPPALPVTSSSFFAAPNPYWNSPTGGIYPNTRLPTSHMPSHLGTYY
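His-tagged ERG Ets domain (1 uM in the protein solution; 300mM KCl, 50mM Tris-HCl, 1mM EDTA, 1mM DTT, pH 7.5) received compound, then a probe mix of 5 nM fluorescein-DNA and 100nM Texas-615-DNA. Fluorescence polarization was read for both dyes.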
APEX1 inh = blocks human APE1 abasic DNA cleavage | P27695 | AID 2517 | Potency, µM (top dose mostly 65.8 µM), inactives show at the top dose activity change, negative = inhibition, hits mostly inhibitors | recombinant APE1, TAMRA/BHQ-2 abasic DNA cleavage fluorescence | 350,000 compounds, 0.35% hits;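 further: potency means the concentration at half of the fitted maximal effect; plate controls were vehicle for no effect and reference inhibitor for full effect; nearly all actives have a fitted effect of over 55% in size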
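Enzyme (0.75 nM final) and test compound are incubated 15 min at room temperature before adding 50 nM quenched THF abasic-site duplex. Cleavage dequenches TAMRA, followed at 525/598 nm over three reads one minute apart.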
POLK inh = DNA polymerase kappa (human) inhibition | Potency, µM (highest dose often 107 µM), for the others: top-dose activity, negative = inhibition, hits mostly inhibitors | 400,000 compounds, 0.53% hits | purified Pol kappa, fluorescent DNA synthesis assay, 10 min; further: potency means the concentration at half of the fitted maximal effect; on the % scale 0 is the no-effect control and ±100 the full control effect
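Inhibition of 10 nM Pol kappa is measured by a fluorescent read-out at 0 and 10 min following addition of 50 nM substrate (final), with a 15-min room-temperature compound preincubation.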
BLM helicase inh = Bloom syndrome helicase (human) inhibition; recombinant BLM DNA unwinding, fluorescence dequenching; AID 2528; Potency, µM (titrated, usually from 56.1 µM), for inactives: top-dose activity change, negative = inhibition, usual class: inhibitors; 350,000 compounds, 0.2% hits;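 further: potency means the concentration at half of the fitted maximal effect; plate controls were vehicle for no effect and no enzyme for full effect; nearly all actives have a fitted effect of over 35% in size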
POLB inh = blocks human DNA polymerase beta activity; P06746; Pol beta primer extension/strand displacement, fluorescence kinetic; Potency, µM (doses to about 114 µM), without a hit: at the top dose activity change, negative = inhibition, actives largely listed as inhibitors; 340,000 compounds, 1.3% hits; AID 485314; further: potency means the concentration at half of the fitted maximal effect; on the % scale 0 is the no-effect control and ±100 the full control effect
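Kinetic readout of DNA synthesis with strand displacement by Pol beta. Compound and 10 nM enzyme sit 15 min at room temperature; 50 nM substrate starts the reaction, read immediately and at 10 min.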
TRHR ag = agonists of human TRH receptor | P34981 | TRHR cells, calcium flux fluo-8, FDSS agonist mode | activation, % at 2 µM | 360,000 compounds, 0.18% hits; in the data active means activation above about 30%; further: 0% is about no effect
Target sequence (P34981 whole entry, looked up): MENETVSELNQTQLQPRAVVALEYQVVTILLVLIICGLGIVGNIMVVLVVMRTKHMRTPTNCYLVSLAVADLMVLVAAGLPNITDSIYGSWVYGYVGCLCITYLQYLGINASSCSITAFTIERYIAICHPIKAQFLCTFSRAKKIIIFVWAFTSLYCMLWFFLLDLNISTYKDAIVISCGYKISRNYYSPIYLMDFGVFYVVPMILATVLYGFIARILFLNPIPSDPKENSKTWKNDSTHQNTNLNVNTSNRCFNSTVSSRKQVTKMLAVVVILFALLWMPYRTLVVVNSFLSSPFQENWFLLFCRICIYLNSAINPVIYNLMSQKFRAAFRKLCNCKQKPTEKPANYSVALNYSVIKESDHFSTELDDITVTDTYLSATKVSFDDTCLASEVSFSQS
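Steps: seed TRHR cells overnight; add fluo-8 no-wash Ca dye, RT 30 min–1.5 h; record 10 s baseline; pin-transfer compounds; monitor fluorescence 1 cycle/s for the agonist window. Calcium increases flag candidate agonists.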
Pol iota inh = inhibitors of human DNA polymerase iota; Q9UNA4; Pol iota fluorescent replication assay, 10 min; 390,000 compounds, 1% hits; Potency, µM (doses to about 115 µM), for inactives: at the top dose activity, negative = inhibition, most hits filed as inhibitors; further: potency means the concentration at half of the fitted maximal effect
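Fluorescent replication assay read twice, at 0 min and 10 min after adding 50 nM (final) substrate. Enzyme (10 nM) and compounds were first incubated 15 min at room temperature; enzyme-free buffer wells were negative controls.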
Apoferritin bind = candidate novel general anesthetic via apoferritin binding; P02791; apoferritin/1-aminoanthracene competitive binding, fluorescence; Potency, µM (doses to about 77.5 µM), for the others: at the top dose activity change, negative = displacement, hits mostly inhibitors; 350,000 compounds, 0.074% hits; AID 485281; further: potency means the concentration at half of the fitted maximal effect; on the % scale 0 is the no-effect control and ±100 the full control effect; nearly all actives have a fitted effect of over 20% in size
Target sequence (P02791 2-175 limits assumed): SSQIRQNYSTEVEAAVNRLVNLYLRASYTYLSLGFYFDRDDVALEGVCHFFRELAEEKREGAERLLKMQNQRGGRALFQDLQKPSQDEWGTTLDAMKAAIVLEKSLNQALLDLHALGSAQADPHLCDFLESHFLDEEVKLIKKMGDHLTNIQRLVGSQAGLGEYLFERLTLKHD
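Read-out: endpoint 1-AMA fluorescence, excitation 380 nm and emission 535 nm, after compounds sit 10 min at room temperature with 10 uM horse-spleen apoferritin in 50% saturated 1-AMA/PBS. Values come from four-parameter Hill fits.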
12-LOX inh = inhibitors of human 12S-lipoxygenase ALOX12 | P18054 | purified 12hLO, xylenol orange hydroperoxide absorbance | Potency, µM (top dose mostly 108 µM), for the others: top-dose activity change, negative = inhibition, most hits filed as inhibitors | 580,000 compounds, 1.1% hits; further: potency means the concentration at half of the fitted maximal effect; on the % scale 0 is the no-effect control and ±100 the full control effect
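Purified human 12hLO (150 nM final) in 25 mM Hepes, 0.01% Triton X-100, pH 7.0 was preincubated 15 min at room temperature with compound. Then 40 uM arachidonic acid was added, 30 min. Hydroperoxide was read by Fe-XO absorbance ratio 573/405 nm.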
An asterisk follows results filed as active; u = inconclusive; x = no result given; & = joins results of further samples; ! = not active in a repeat; [ ] = another dose, or the depositor's remark. Unless noted, the call rests on the fitted dose curve; in most records, active means well fitted curve in the direction sought with a large enough effect; inconclusive means small, poorly fitted or top-dose-only effect, or another doubt; inactive means no such curve, though single readings can be large; an effect the other way counts as inactive or inconclusive. Some of the compounds tested; the hit share may differ from the screen's.

SMILES | ERG Ets-DNA blk | APEX1 inh | POLK inh | BLM helicase inh | POLB inh | TRHR ag | Pol iota inh | Apoferritin bind | 12-LOX inh
Cc1cc2cc(CNC(=S)Nc3ccc(OC(F)F)cc3)ccc2n1C | u | 4% | -15% | -3% | 6% | 0.4 | -8% | u | 35µM*
CCN(CC)c1ccc(NC(=O)CN2CCN(CC(=O)Nc3ccc(Cl)cc3)CC2)cc1 | 0% | x | -1%[60.1 µM] | -4% | 0% | 0.8 | -3% | -11% | u
CCOC(=O)Cn1c(=O)oc2cc(S(=O)(=O)N3CCN(c4ccc(Cl)cc4)CC3)ccc21 | -3% | x | -15% | -1% | -24% | -0.2 | 5% | -8% | -4%
COc1cc(C(=S)N2CCCC2)cc(Cl)c1O | 7% | 13% | 3% | 2% | 5% | 1.1 | 1% | -3% | -23%
O=C(CCn1ccc2ccccc21)NC1CCCc2ccccc21 (stereo not drawn) | -3% | 0% | -8% | -1% | 0% | -2.0 | 16% | -18% | u
CCC(=O)Nc1ccc(-c2ccc(N3CCC(C)CC3)nn2)cc1 | 10% | 15% | -7% | -11% | u | -0.2 | 11% | -2% | x
Cc1ccc(S(=O)(=O)N(CC(=O)NCc2ccc(F)cc2)C(=O)N2CCN(C)CC2)cc1 | -8% | 8% | -1% | x | x | 1.3 | 22% | x | 11%
CCOC(=O)C1CCN(C(=O)CC(C)c2ccccc2)CC1 (stereo not drawn) | -4% | 8% | -16% | 1% | 4% | 0.2 | 9% | -9% | 58%[activator]
NC1(C(=O)O)CCC1 | x | -4% | -7%[19.4 µM] | -3% | x | x | x | x | 1.4µM*!
Cc1cccc(C(=O)Nc2ccc(S(=O)(=O)N3CCC(c4nc5ccccc5s4)CC3)cc2)c1 | 7% | x | -5% | 0% | 16% | 0.7 | 13% | 2% | 0%
COc1cccc(C2CC3(CC(C)(C)NC(=S)N3)Oc3cc(O)ccc32)c1 (stereo not drawn) | x | -15% | -11% | -4% | -24% | 1.0 | 16% | -6% | u
FC(F)(F)c1cnc(NNC(=S)Nc2cccnc2)c(Cl)c1 | 7% | 9% | -7% | -8% | 1% | 0.5 | -20% | -1% | -26%
Cc1ccc(NCC(=O)N/N=C/c2ccc(C(=O)O)cc2)cc1 | 4% | 33%[activator] | u | 1% | 2% | -0.8 | u | -11% | 26%
O=[N+]([O-])c1cc(C(F)(F)F)ccc1N1CCN(S(=O)(=O)c2ccc3c(c2)CCCC3)CC1 | 4% | 2% | 1% | -8% | 0% | 1.6 | 65%[activator] | -13% | -10%
O=C(CSc1ccc(Br)c2cccc(Cl)c12)Nc1ccc(S(=O)(=O)Nc2nccs2)cc1 | 8% | -2% | u | -26% | 50µM* | 0.3 | u | 2% | 12%
COc1cccc(OC)c1C(=O)N1CCN(Cc2ccncc2)CC1 | -7% | 2% | 1% | 0% | -28% | 0.3 | u | -2% | u
Cc1nnc(OC(C)C)c2nn(-c3ccccc3F)c(C)c12 | 2% | 1% | 0% | 0% | -10% | 0.8 | -3% | -6% | 3%
COc1cccc(/C=C/C(=O)OCC(=O)N2c3ccccc3NC(=O)C2(C)C)c1 | 1% | 3% | 3% | 5% | 54% | -0.1 | 1% | -15% | -1%
O=C(Nc1cccc(F)c1)N1CC2(CCN(C(=O)c3cccc(F)c3)CC2)C1 | x | 25% | 3%[60.1 µM] | 2% | x | x | x | x | 7%[57.4 µM]
O=c1[nH]c(C2CCN(S(=O)(=O)c3ccc4c(c3)OCCO4)CC2)nc2c1nnn2Cc1ccccc1F | 0% | -27% | -4% | -13% | 0% | 0.7 | 51%[activator] | -6% | 1%
COc1cccc(C(=O)NC2CC(C)(C)NC(C)(C)C2)c1OC | 2% | 14% | -7% | 0% | -17% | 0.3 | 47%[activator] | -4% | 0%
Cc1ccc(NC(=O)CCc2nnc3ccc(NCc4ccco4)nn23)nc1 | -7% | -1% | -13% | -5% | -1% | -0.1 | 16% | -2% | -7%
CCCCCN(C(=O)CCC(=O)OCC(=O)Nc1ccc(C)cc1F)c1c(N)n(CCCC)c(=O)[nH]c1=O | -2% | 9% | -5% | -4% | 11% | 0.3 | 22% | -16% | -60%
CCCc1n(CC(O)COCC2CC=CCC2)c2ccccc2[n+]1C (stereo not drawn) | -6% | -2% | -12% | -2% | -21% | 0.1 | 183%[activator] | -10% | u
COc1cc2[nH]c(O)c(C=O)c2cc1OC | 7% | x | -12% | x | x | x | 76%[activator] | x | u
Fc1ccccc1N=C1Nc2cccc3cccc1c23 | 3% | 12% | -9% | -8% | 31% | -0.8 | 6% | -18% | -30%
CCCCS(=O)(=O)c1oc(-c2cccs2)nc1S(=O)(=O)c1ccc(F)cc1 | 0% | x | 2% | -2% | 1% | 1.5 | 5% | u | -14%
CCN1CCN(C(c2cccc(F)c2)c2c(O)cc(C)n(CCOC)c2=O)CC1 (stereo not drawn) | 7% | x | -10%[60.1 µM] | -1% | 11% | -0.1 | -5% | 53%[activator] | 0%
COc1ccc(S(=O)(=O)c2cn(C)c3cc(N4CCCCCC4)c(F)cc3c2=O)cc1 | -5% | x | -9% | 0% | 0% | -0.1 | 7% | 0% | -6%
CCOc1ccc(C2C(C(=O)OC)=C(C)NC3=C2C(=O)c2ccccc23)cc1OC (stereo not drawn) | 0% | x | -11% | -13% | u | -1.0 | -12% | -2% | -12%
CCc1[nH]nc(C(=O)N2CCCC(CCC(=O)N3CCN(c4ccccn4)CC3)C2)c1C (stereo not drawn) | 12% | 0% | -5% | 2% | 21% | -1.2 | 130%[activator] | -7% | 6%
CCCCC[C@H]1CN(CCc2ccccc2)C(=O)[C@@H]1CC(=O)NCc1ccc(OC)cc1 | -2% | -25% | -6%&5% | -8% | u | -0.1 | 26%&11% | 6% | -17%
CCC(C)NC(=O)c1ccc2c(c1)S(=O)(=O)c1ccccc1C2=O (stereo not drawn) | -5% | 21% | -4% | -5% | 13% | 2.9 | 23% | -6% | 0%
Brc1cc2c(cc1Br)OCCOCCOCCO2 | -8% | -2% | -4% | 4% | 37% | 0.7 | 108%[activator] | 0% | u
O=C(NNC(=O)c1ccco1)Nc1ccccc1 | -6% | -9% | 0% | 3% | -1% | 0.5 | 13% | 1% | 8%
COc1ccccc1Cn1c(=S)[nH]c2cc(C(=O)N3CCN(C)CC3)ccc2c1=O | 7% | 8% | -10% | 1% | 42% | 0.0 | 10% | -6% | u

POLB inh: entries above that show a hit
Structure,ERG Ets-DNA blk,APEX1 inh,POLK inh,BLM helicase inh,POLB inh,Pol iota inh,Apoferritin bind,12-LOX inh
O=C(CSc1ccc(Br)c2cccc(Cl)c12)Nc1ccc(S(=O)(=O)Nc2nccs2)cc1,8%,-2%,u,-26%,50µM*,u,2%,12%

Further entries follow:
SMILES | ERG Ets-DNA blk | APEX1 inh | POLK inh | BLM helicase inh | POLB inh | TRHR ag | Pol iota inh | Apoferritin bind | 12-LOX inh
Cn1c(-c2sccc2OCc2cccc(C(F)(F)F)c2)n[nH]c1=S | 18% | 14% | -4% | -5% | 44% | -0.9 | 57%[activator] | -9% | 28µM*
CCCc1nc2n[nH]c(N)c2c2c1CCCC2 | -1% | 2% | 9% | -2% | u | -0.4 | -3% | -14% | 13%
Cc1c(NC(=O)c2ccc3c(c2)C(=O)N(Cc2ccco2)C3=O)cccc1C(=O)O | 6% | -5% | u | 2% | u | 0.2 | u | -2% | 0%
CC(=O)Nc1cccc(-c2nnc(SCC(=O)c3ccc([N+](=O)[O-])cc3)o2)c1 | -24% | x | 8% | 0% | 16% | -2.3 | -9% | 15% | -23%
O=c1oc2ccccc2c(O)c1/C=N/c1ccccn1 | 15% | 2% | -3% | 0% | -3% | 0.1 | -7% | -11% | u
COCCn1c(=O)c(-c2ccc(OC)cc2)nc2cnc(OCc3ccccc3)nc21 | x | 0% | -2%[60.1 µM] | 2% | x | x | x | x | 0%
Cc1ccc(OCC(=O)N/N=C2/SCC(=O)N2Cc2ccccc2)cc1 | -2% | -3% | -5% | -3% | 8% | -1.7 | 17% | 4% | -7%
Cc1cc(C)cc(NC(=O)CCc2c(C)nn(-c3ccc(N4CCOCC4)nn3)c2C)c1 | 5% | 12% | -6% | -2% | 12% | -1.8 | 49%[activator] | -9% | 2%
COCCNC(=O)C(=O)N/N=C(\C)CC(=O)Nc1ccc2c(c1)OCO2 | -17% | 2% | 2% | 1% | 38% | -0.4 | 24% | -4% | 16%
O=C(COC(=O)CNC(=O)c1ccccc1F)Nc1ccc2[nH]c(=O)[nH]c2c1 | 3% | 2% | -15% | x | x | -0.1 | 9% | x | -26%
CC1(C)Cc2c(sc3nc(-c4ccccc4)oc(=O)c23)CO1 | 2% | -1% | -2% | -2% | -12% | 0.3 | 124%[activator] | -16% | -2%
Cc1ccc(S(=O)(=O)N(C)S(=O)(=O)c2ccc(C#N)cc2)cc1 | x | 6% | x | -10% | 15% | -1.0 | x | -1% | x
Cc1ccc2c(c1)N(C(=O)Nc1cccc(C)c1C)CCO2 | 3% | x | -5% | -3% | 1% | 0.8 | -17% | -11% | -26%
CC(=O)N1CCN(C(=O)c2ccc(NS(=O)(=O)c3ccc4c(c3)OCCO4)cc2)CC1 | -17% | 2% | -8% | x | x | -0.3 | 2% | x | -19%
C=CCn1c(=NC(=O)CN2C(=O)CCC2=O)sc2cc(S(N)(=O)=O)ccc21 | 4% | 1% | -15% | 3% | 4% | 1.0 | 19% | -2% | 0%

Some values from the results shown:
Entry of Cc1ccc2c(c1)N(C(=O)Nc1cccc(C)c1C)CCO2 under POLK inh: -5%
Entry of Cc1cc(C)cc(NC(=O)CCc2c(C)nn(-c3ccc(N4CCOCC4)nn3)c2C)c1 under TRHR ag: -1.8
